# GRIN3A LBD mod: modulates the human NR3A ligand-binding domain. NR3A LBD differential scanning fluorimetry, Tm shift; 0% = protein alone, 100% = glycine-bound protein. Tm shift relative to glycine control, % at 25 µM. 340,000 tested, 2.5% active;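 active = melting temperature shift of at least 10% of the positive control shift, at one fixed dose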
# APOBEC3A inh: inhibitors of human APOBEC3A DNA deaminase; P31941; recombinant A3A, FAM/TAMRA ssDNA deamination fluorescence; inhibition, % at 20 µM; 330,000 tested, 0.41% active;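 active = at least 40% inhibition at 20 µM here, with at most 30% in a related deaminase screen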;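 also: plate controls were A3A with DMSO for no effect and wells lacking A3A enzyme for full effect; some results filed as inactive read as strong as hits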
# MIN6 prolif: inducers of beta-cell replication in MIN6 cells | MIN6 cells proliferation, ATPlite luminescence, 48 h; cells starved in 0.2% serum; 100% = growth in 10% serum | proliferation, % at 10 µM | 330,000 tested, 0.29% active | AID 2380;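 active = compounds whose signal lies at least 3.5 SD above the mean of all wells on their plate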;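 also: 0% = DMSO-treated cells in low-serum medium and 100% = 10% serum control; some compounds called inactive have numbers as strong as hits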
# APOBEC3G inh: blocks human APOBEC3G single-stranded DNA deamination; recombinant A3G, ssDNA deamination FAM/TAMRA fluorescence; inhibition, % at 20 µM; 330,000 tested, 0.28% active; AID 493012;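 active = inhibition of at least 40% at 20 µM, with no more than 30% in the related APOBEC3A deaminase screen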;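 also: plate controls were DMSO wells with A3G for no effect and wells lacking A3G enzyme for full effect; some compounds called inactive have numbers as strong as hits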
# Target sequence (Q9HC16 whole entry, looked up): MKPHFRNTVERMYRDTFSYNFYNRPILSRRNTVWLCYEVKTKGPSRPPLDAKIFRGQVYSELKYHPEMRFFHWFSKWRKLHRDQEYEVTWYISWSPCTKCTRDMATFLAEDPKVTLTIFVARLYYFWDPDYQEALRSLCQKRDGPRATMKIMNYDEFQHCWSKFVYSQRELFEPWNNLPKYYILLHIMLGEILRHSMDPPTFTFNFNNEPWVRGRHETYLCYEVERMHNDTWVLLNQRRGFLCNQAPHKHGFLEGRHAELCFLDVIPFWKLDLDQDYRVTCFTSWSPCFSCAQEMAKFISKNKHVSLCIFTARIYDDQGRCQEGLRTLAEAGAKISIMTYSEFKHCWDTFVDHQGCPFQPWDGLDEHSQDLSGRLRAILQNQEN
# mIAP act: increases mouse intestinal alkaline phosphatase activity. muIAP, CDP-Star luminescence, 30 min; stronger effect = higher value; 1 = vehicle-only enzyme signal, 0 = enzyme-free wells. activation factor at 10 µM. 330,000 tested, 0.24% active;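 active = activation factor of at least 2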; also: the source names both 10 and 20 µM as test concentration; values of inactives mirror those of a sister screen read the other way
#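 Assay system: mouse IAP enzyme / Compound: DMSO-dissolved test compounds / Timing: 30 min, room temperature / Measured by: luminescence from enzymatic CDP-Star hydrolysis / Control set: DMSO-only wells, enzyme-free buffer wells as negative control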
# mIAP block: mouse IAP inhibition | purified mouse IAP, CDP-Star luminescence, 30 min | inhibition, % at 10 µM | 330,000 tested, 0.2% active | AID 2806;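 active = inhibition of at least 40% at 10 µM in the primary screen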;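 also: plate controls were DMSO with enzyme for no effect and no enzyme wells for full effect; values of inactives mirror those of a sister screen read the other way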
# MPTP inh: inhibitors of mitochondrial permeability transition pore. isolated mouse mitochondria, Ca2+ swelling absorbance, 30 min. inhibition, % at 10 µM. 360,000 tested, 1.4% active;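 active = inhibition of 50% or more, scaled per plate between neutral and stimulator controls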;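 also: 0% = DMSO wells given calcium and 100% = 1 mM EGTA wells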
# hIAP activ: increases human intestinal alkaline phosphatase activity. activation factor at 10 µM. 330,000 tested, 0.16% active. purified human IAP, CDP-Star luminescence, 30 min; stronger effect = higher value; 1 = vehicle-only enzyme, 0 = enzyme-free background;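 active = activation factor of the enzyme at least 2-fold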; also: the source names both 10 and 20 µM as test concentration; values of inactives mirror those of a sister screen read the other way
# Target sequence (P09923 whole entry, looked up): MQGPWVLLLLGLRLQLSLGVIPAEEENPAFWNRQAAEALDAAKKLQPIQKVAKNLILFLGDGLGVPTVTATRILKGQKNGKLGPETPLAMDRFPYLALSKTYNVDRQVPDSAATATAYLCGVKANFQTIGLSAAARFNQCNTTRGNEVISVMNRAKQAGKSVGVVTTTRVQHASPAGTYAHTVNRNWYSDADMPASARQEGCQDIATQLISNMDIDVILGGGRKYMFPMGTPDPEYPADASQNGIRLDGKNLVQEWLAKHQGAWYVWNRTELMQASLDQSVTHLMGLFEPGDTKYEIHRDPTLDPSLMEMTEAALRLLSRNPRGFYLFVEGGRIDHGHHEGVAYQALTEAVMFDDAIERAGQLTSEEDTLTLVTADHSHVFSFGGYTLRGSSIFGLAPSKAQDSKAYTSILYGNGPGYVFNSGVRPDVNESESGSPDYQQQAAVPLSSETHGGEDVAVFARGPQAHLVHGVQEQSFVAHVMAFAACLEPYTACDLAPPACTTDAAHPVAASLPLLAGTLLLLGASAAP
# hIAP block: human IAP inhibition | P09923 | purified IAP, CDP-Star luminescence, 30 min | inhibition, % at 10 µM | 330,000 tested, 0.12% active | AID 2544;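 active = inhibition reaching a set limit with compound at 10 µM in the primary screen, cut at about 35% in these data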;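 also: plate controls were DMSO wells with enzyme for no effect and no-enzyme buffer wells for full effect; values of inactives mirror those of a sister screen read the other way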
# * hit, by the source's call; nt = not tested or not shown.
SMILES,GRIN3A LBD mod,APOBEC3A inh,MIN6 prolif,APOBEC3G inh,mIAP act,mIAP block,MPTP inh,hIAP activ,hIAP block
O=C(OC(C(=O)NCc1cccs1)c1ccccc1Cl)c1ccco1 (stereo unspecified),-0.6,-4.4,1.9,-8.1,0.956,4.4,0.5,0.834,16.6
Cc1ccc(COC(=O)CCCN=C2NS(=O)(=O)c3ccccc32)cc1,-2.3,-5.4,-6.7,-5.9,0.946,5.4,-0.7,1.13,-13.3
Cc1ccc(-c2nc(-c3nccc4ccccc34)oc2-c2ccccc2)cc1,10.6*,-5.7,-6.3,-5.3,1.03,-3.1,-0.4,0.899,10.1
COC(=O)c1cc(-c2ccccc2)on1,1.3,-4.4,-1.9,-4.0,1.05,-5.2,-5.9,1.13,-12.7
CCCCOC(=O)CN1C(=O)c2ccc(C(=O)OCCCC)cc2C1=O,4.0,-0.5,-3.7,-3.4,0.952,4.8,-0.9,0.985,1.5
CCOc1ccc(C(=O)NCC(=O)OCc2c(C)noc2C)cc1,0.3,0.9,0.0,7.4,1.01,-0.7,0.7,0.951,4.9
O=C(O)CCC(NC(=O)C1CCCN1C(=O)OCc1ccccc1)C(=O)O (stereo unspecified),-0.9,-3.3,-0.3,-1.9,0.968,3.2,-0.6,1.28,-28.2
Cc1sc(NC(=O)c2ccc(OCC(C)C)cc2)c(C(N)=O)c1-c1ccc(Cl)cc1Cl,-1.3,-3.0,-1.6,-4.3,0.981,1.9,2.0,0.999,0.1
COc1ccc(NS(=O)(=O)c2ccc(NC(=S)NC(=O)CC(C)C)cc2)cc1,0.4,-2.3,-3.7,-5.0,1.09,-8.6,0.5,1.09,-8.6
CCCCN(C)CCCNC(=O)c1cc(-c2cccs2)nc2ccccc12,-0.2,1.4,-3.3,-2.7,0.984,1.6,0.1,0.88,12.0
O=C(Nc1ccc(N2CCOCC2)cc1Cl)C1CCN(C(=O)OCc2ccccc2)CC1,-1.8,-3.4,-2.7,-6.9,1.09,-9.5,6.0,1.02,-2.5
O=C(NCCc1c[nH]c2ccccc12)C1CCN(S(=O)(=O)c2ccccc2F)CC1,-3.5,-3.0,1.2,-7.0,1.04,-3.9,1.9,1.2,-20.4
CCc1ccc(C2c3[nH]c4ccccc4c3CCN2C(=O)c2cc[n+]([O-])cc2)cc1 (stereo unspecified),-0.9,-7.7,0.5,-0.7,0.979,2.1,0.4,1.05,-5.1
CCN1C(=O)[C@@H]2[C@@H](c3ccc(-c4cccc(Cl)c4)c(OC)c3)N3CCCC[C@@]3(C(=O)OC)[C@@H]2C1=O,-1.6,1.6,-6.5,-12.4,0.889,11.1,0.3,1.03,-2.8
C=CC[C@H](CC(=O)N(CCO)Cc1ccccc1)C(=O)N[C@@H](COC(=O)[C@@H](CC=C)CC(=O)OC(C)(C)C)Cc1c[nH]c2ccccc12,-11.4,1.5,-5.6,0.7,1.19,-18.7,0.6,1.42,-42.2
Cc1ccc(S(=O)(=O)N2CCOCC2)cc1C(=O)NCC1CCCCC1,0.5,-5.2,-1.3,-10.2,1.03,-3.0,-1.6,0.867,13.3
CCOc1ccc(NS(=O)(=O)c2ccc3c(c2)N(C(C)=O)CCS3)cc1,8.1,-0.4,3.4,7.2,1.13,-12.6,1.8,0.867,13.3
CCCCN(CC)S(=O)(=O)c1ccc(C(=O)N=c2sc3cc(NC(C)=O)ccc3n2C)cc1,-0.1,-6.0,0.0,-4.1,0.995,0.5,-3.1,1.34,-34.4
CC1(C)OC(=O)C(=CNCCc2ccc(O)cc2)C(=O)O1,1.5,1.1,-0.2,-0.3,1.08,-8.2,0.6,1.01,-1.4
Brc1cnc(N2CCCC2)nc1N1CCOCC1,-2.0,-0.5,-0.5,-0.1,0.952,4.8,1.1,1.02,-2.5
CCOC(=O)c1c(C)c(C(=O)NCc2ccco2)c(C)n1C,1.4,-3.2,-0.4,-7.1,0.954,4.6,-0.2,1.07,-6.8
Cc1ccc(NC(=O)/C=C/C(=O)O)c([N+](=O)[O-])c1,-1.5,0.4,-2.4,0.2,1.02,-2.5,-0.6,1.03,-2.6
O=C1NCCO1,-0.8,-0.6,-3.0,-4.2,0.899,10.1,-4.5,0.997,0.3
CCn1c(C)nc2cc(C(=O)N=Nc3c(O)[nH]c4c(C)cc(C)cc34)ccc21,nt,4.5,0.0,-3.3,0.928,7.2,nt,0.989,1.1
CCc1ccc(NC(=O)Cn2nc(C(F)(F)F)c3c2CCC3)cc1,-8.6,0.5,-3.2,-0.9,1.06,-6.1,13.2,1.04,-3.7
O=C(Cc1cccs1)N/N=C/C=C/c1ccccc1,1.5,0.2,0.0,-6.7,1.02,-2.4,0.1,0.951,4.9
CN(C(=O)CCn1c(=S)oc2ccccc21)c1ccc(F)cc1,-1.7,1.6,-0.3,3.4,1.03,-3.4,0.3,0.927,7.3
CN1c2ccccc2C(=O)/C(=C\Nc2ccc(F)cc2F)S1(=O)=O,2.1,-2.4,-1.5,-2.9,1.11,-10.8,0.7,1.07,-7.4
Cc1ccc(N(C(=O)Cn2nnc3ccccc32)C(C(=O)NCc2ccccc2)c2ccccn2)cc1 (stereo unspecified),-1.1,0.3,-1.1,-3.9,0.962,3.8,1.5,0.97,3.0
COc1cccc(N2CCN(C3CC(=O)N(c4ccc(C)c(Cl)c4)C3=O)CC2)c1 (stereo unspecified),1.7,-1.8,-1.4,-6.5,0.955,4.5,-1.0,0.822,17.8
C=CCn1c(C)c(/C=C/c2cc[n+](C)cc2)c2ccccc21,3.1,42.2*,-5.6,-4.9,0.952,4.8,1.5,0.655,34.5
Cc1ccc(O)c(Nc2c3ccccc3nc3ccccc23)c1,-0.7,2.4,-5.1,-5.1,0.863,13.7,0.4,0.889,11.1
O=C1CCN(Cc2ccc(O)cc2)CCN1[C@H](CO)Cc1ccccc1,4.0,2.0,0.1,4.0,1.03,-3.0,-0.7,1.05,-5.1
Cc1ccc(C2CC(=O)Nc3sc(C(N)=O)c(N)c32)cc1 (stereo unspecified),-0.5,5.3,-2.7,-1.6,0.909,9.1,-2.0,0.862,13.8
Cc1ccc(S(=O)(=O)N(C)c2ccccc2C(=O)Nc2ccc(F)cc2F)cc1,0.9,-1.9,0.5,-6.2,0.997,0.3,-1.9,1.36,-36.5
O=C1N(c2ccc(Cl)c(Cl)c2)CN(Cc2ccccc2)CN1n1cnnc1,-1.7,0.4,-3.1,-9.3,0.97,3.0,0.9,0.92,8.0
COc1cc(/C=C/c2ccc3cccc(OC)c3n2)c(O)c([N+](=O)[O-])c1,-3.9,5.5,-3.6,-1.3,0.793,20.7,1.4,0.743,25.7
CCN(CC(=O)Nc1ccc(Br)cc1)CC(=O)Nc1cc(C)on1,1.0,5.6,-5.0,-0.4,1.05,-5.0,1.0,1.64,-63.5
O=C(NCc1ccccc1)c1nc(S(=O)(=O)Cc2ccccc2)ncc1Cl,3.0,-7.5,-7.8,-7.7,1.03,-3.0,2.0,1.33,-32.8
N#CC1(NC(=O)COC(=O)c2cccc(-n3cnnn3)c2)CCCCC1,2.0,-0.9,-4.3,-10.1,0.931,6.9,-2.6,1.09,-9.2

# The closing 3 entries of the section above lead into the next.
SMILES,GRIN3A LBD mod,APOBEC3A inh,MIN6 prolif,APOBEC3G inh,mIAP act,mIAP block,MPTP inh,hIAP activ,hIAP block
CCN(CC(=O)Nc1ccc(Br)cc1)CC(=O)Nc1cc(C)on1,1.0,5.6,-5.0,-0.4,1.05,-5.0,1.0,1.64,-63.5
O=C(NCc1ccccc1)c1nc(S(=O)(=O)Cc2ccccc2)ncc1Cl,3.0,-7.5,-7.8,-7.7,1.03,-3.0,2.0,1.33,-32.8
N#CC1(NC(=O)COC(=O)c2cccc(-n3cnnn3)c2)CCCCC1,2.0,-0.9,-4.3,-10.1,0.931,6.9,-2.6,1.09,-9.2
COc1ccc(CCNC(=O)CN2C(=O)CCSc3ccccc32)c(OC)c1,-7.1,-3.0,-1.7,-5.0,1.02,-2.0,0.8,0.953,4.7
CCOC(=O)C1=C(C)c2ccccc2OC1(C)C(=O)OCC (stereo unspecified),1.0,7.2,nt,0.9,1.04,-5.9,-0.1,nt,nt
Cc1ccccc1C(=O)OCn1nnc2ccccc2c1=O,0.1,-0.1,2.0,-4.0,0.992,0.8,-0.5,0.922,7.8
NC(N)=Nc1nc(CSCC/C(N)=N/S(N)(=O)=O)cs1,-3.8,0.8,5.8,-2.1,0.991,0.9,-0.1,0.911,8.9
Cc1ccc(N(C)S(=O)(=O)c2cccc(C(=O)Oc3ccc4c(C)cc(=O)oc4c3)c2)cc1,1.7,-3.1,-3.7,-5.3,0.873,12.7,0.6,0.925,7.5
Cc1ccc(Cn2nnnc2CN2CCC(NC(=O)c3ccccc3F)CC2)cc1,0.4,-1.8,-0.3,-5.4,1.09,-9.0,-3.0,1.12,-11.9
CCN(CC)CCNc1nc2ccccc2n1C,-0.7,-0.1,-2.2,0.1,0.965,3.5,0.0,1.04,-3.6
CCCn1nc(C(=O)OCn2nnc3ccccc3c2=O)c2ccccc2c1=O,1.4,-3.7,-1.1,-9.3,1.06,-6.1,-0.4,0.86,14.0
CCc1ccc(Sc2cc(C(=O)NCCN3CCOCC3)c3ccccc3n2)cc1,-3.4,4.0,-0.7,-7.6,0.892,10.8,0.0,0.934,6.6
O=C(NNC(=O)c1ccc(Br)s1)c1csc(N2CCOCC2)n1,0.4,-1.9,-0.7,-5.7,0.945,5.5,0.5,1.58,-58.4
Cc1cc(Nc2cc(F)ccc2C)n2nc(C)nc2n1,-0.6,-4.3,-2.6,-4.1,0.93,7.0,-1.3,0.868,13.2
COc1ccc(S(=O)(=O)N2CCOC2CNC(=O)C(=O)NCc2ccc(F)cc2)cc1 (stereo unspecified),-0.9,-1.6,1.4,-5.3,0.979,2.1,-1.8,1.02,-1.8
CC(C)=C(NC(=O)c1ccccc1)C(=O)NC(Cc1ccccc1)C(=O)O (stereo unspecified),-0.3,-3.4,-1.0,-2.5,1,-0.4,-1.5,1.11,-11.0
Cc1ccc(S(=O)(=O)c2nc(-c3ccccc3)oc2N2CCC(C(N)=O)CC2)cc1,-4.3,-2.0,-7.3,0.4,0.982,1.8,-1.8,1.3,-30.2
COc1cc(/C=N/n2cnnc2)ccc1OS(=O)(=O)c1ccccc1[N+](=O)[O-],-2.4,-2.1,-1.0,-6.3,0.985,1.5,-3.2,0.91,9.0
CC(C)CN(CCNC(=O)CN1C(=O)CSc2ccc(S(=O)(=O)N3CCOCC3)cc21)CC(C)C,-0.4,-0.1,0.0,7.0,1.03,-3.1,-1.7,1.01,-0.6
CCn1c(C(=O)N2CCC(C(=O)NCc3ccc4c(c3)OCO4)CC2)cc2sccc21,0.3,-3.4,-3.4,-9.7,1.18,-17.7,-3.3,1.05,-5.5
N/C(=N\OC(=O)C1CCCCC1)c1ccccn1,0.1,3.8,-2.6,-3.2,1.08,-8.5,0.5,0.94,6.0
O=C(O)CCCCCN1C(=O)/C(=C\c2cn(-c3ccccc3)nc2-c2cccs2)SC1=S,7.3,-2.3,-5.5,-2.9,0.786,21.4,39.6,0.848,15.2
Cc1ccsc1/C=N/NC(=O)c1ccc2nc[nH]c2c1,-0.9,3.5,0.0,0.2,0.778,22.2,-0.4,1.15,-14.9
COc1ccc(/C=N/NC(=O)CN2CCS(=O)(=O)CC2)cc1,-1.4,-0.4,-1.9,-4.7,1.04,-4.1,-2.3,1.25,-24.6
Cn1c(=O)c2c(ncn2CC(=O)N2CCN(c3ccc([N+](=O)[O-])cc3)CC2)n(C)c1=O,18.0*,-2.8,0.8,-6.9,0.91,9.0,6.3,0.856,14.4

# From PubChem
